# S-ASM inh – inhibitors of human secretory acid sphingomyelinase; placental ASM, HMU-PC fluorogenic substrate, 60 min; Potency, µM (top dose mostly 57.5 µM), for inactives: at the top dose activity change, negative = inhibition, hits mostly inhibitors; actives 0.006% (n = 340,000); further: potency means the concentration at half of the fitted maximal effect
#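 Human placenta-derived ASM enzyme was preincubated with compound for 10 minutes at room temperature, then given fluorogenic substrate HMU-PC0 (9 uM final) for 60 minutes at 37 °C; a pH 10 stop preceded fluorescence reading at Ex 386/Em 447 nm.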
# TSHR antag – human thyrotropin receptor antagonism; TSHR-expressing cells, TSH-stimulated cAMP HTRF, 2 h; active compounds read low; activity change, negative = inhibition, % at 11.5 µM; actives 0.2% (n = 330,000); AID 504810;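 active means activity change below a set negative limit, meaning inhibition stronger than a set level, cut at about -70% in these data; inconclusive means activity change between two set negative limits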; further: on the % scale 0 is the no-effect control and ±100 the full control effect
#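 Antagonism was scored as loss of TSH-driven cAMP in TSHR cells, stimulated with 4nM TSH (EC80) for 2 hours at 37 deg C and detected by homogeneous HTRF competition immunoassay.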
# AT treatment – candidate therapy for ataxia-telangiectasia | […] A-T fibroblasts, KAP-1 phosphorylation AlphaLISA; neocarzinostatin DNA damage 30 min before lysis | Potency, µM (series often up to 57.5 µM), inactives show at the highest dose activation, most hits filed as activators | actives 0.19% (n = 320,000) | AID 485349; further: potency means the concentration at half of the fitted maximal effect; % of control where 0% means no effect; nearly all actives have a fitted effect of over 45% in size
#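 hTERT-immortalized A-T patient fibroblasts ([…]), 500 cells/well in OPTI-MEM, 1% FBS, got compounds for 60 min, then NCS for 30 min at 37C. Lysates were then assayed for phospho-KAP-1 by AlphaLISA (anti-pKAP1 donor, anti-KAP1 acceptor beads), 6 hr at 25C.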
# Mito fusion yeast – inhibitors of mitochondrial division or activators of mitochondrial fusion; S. cerevisiae fusion-defective mutant growth rescue, CellTiterGlo 48 h; Potency, µM (top dose mostly 46.1 µM), for the others: top-dose growth rescue (activation), most hits filed as activators; actives 0.23% (n = 320,000); AID 485298;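 further: potency means the concentration at half of the fitted maximal effect; % of control where 0% means no effect; nearly all actives have a fitted effect of over 45% in size; temperature-sensitive fusion mutants such as fzo1-1 at 37 °C on non-fermentable ethanol glycerol medium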
#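 Temperature-sensitive fusion-defective S. cerevisiae (e.g. fzo1-1, mgm1-5) were grown with compound in YPEG medium (3% ethanol, 3% glycerol) for 48 hours at 37C. Growth rescue was measured as viability by CellTiterGlo luminescence after 10 minutes at ambient.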
# MBNL1-CUG inh – MBNL1-poly(CUG) RNA binding inhibition; Q9NR56; TR-FRET MBNL1-His/biotin-(CUG)12 binding, 665/545 ratio; Potency, µM (highest dose often 57.5 µM), inactives show at the top dose activity change, negative = inhibition, hits mostly inhibitors; actives 0.036% (n = 280,000); AID 2675; active means well fitted inhibition curve with a large enough effect in the signal ratio, with a control signal flat, not every such curve was filed as active; inconclusive means small, poorly fitted or top-dose-only effect, or effect the other way, or a change in a side signal; inactive means no such curve, though single readings can be large or run the other way; the % refers to the signal ratio; further: potency means the concentration at half of the fitted maximal effect; on the % scale 0 is the no-effect control and ±100 the full control effect
# Target sequence (Q9NR56 whole entry, looked up): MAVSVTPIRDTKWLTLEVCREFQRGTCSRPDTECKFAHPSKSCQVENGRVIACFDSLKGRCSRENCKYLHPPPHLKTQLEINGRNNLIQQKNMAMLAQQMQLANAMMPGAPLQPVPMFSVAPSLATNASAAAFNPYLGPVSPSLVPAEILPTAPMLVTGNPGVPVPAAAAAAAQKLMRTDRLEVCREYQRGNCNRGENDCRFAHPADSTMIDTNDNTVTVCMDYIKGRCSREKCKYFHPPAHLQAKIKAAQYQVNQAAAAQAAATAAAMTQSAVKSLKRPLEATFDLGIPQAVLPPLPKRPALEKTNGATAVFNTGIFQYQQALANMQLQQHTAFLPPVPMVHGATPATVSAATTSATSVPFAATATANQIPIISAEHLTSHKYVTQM
#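 MBNL1-His + Biotin-(CUG)12, cpd titration 92 nM–58 uM; Tb anti-His Ab 0.055 ng/ul, SA-XL665 5 nM (final); 60 min RT; ratiometric 665/545 nm, Ex 340 nm; normalized to buffer and full-complex controls.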
# TSG101-PTAP inh – blocks PTAP/TSG101 interaction to inhibit HIV-1 budding; Q99816; Fluorescence polarization, FITC-PTAP peptide / Tsg101 binding; Potency, µM (highest dose often 115 µM), inactives show top-dose activity change, negative = inhibition, most hits filed as inhibitors; 340,000 tested, under 10 active; AID 493005; active means well fitted inhibition curve with a large enough effect in the main read-out, with a control signal flat, not every such curve was filed as active; inconclusive means small, poorly fitted or top-dose-only effect, or effect the other way, or a change in a side signal; inactive means no such curve, though single readings can be large or run the other way; further: potency means the concentration at half of the fitted maximal effect; % of control where 0% means no effect
# Target sequence (Q99816 whole entry, looked up): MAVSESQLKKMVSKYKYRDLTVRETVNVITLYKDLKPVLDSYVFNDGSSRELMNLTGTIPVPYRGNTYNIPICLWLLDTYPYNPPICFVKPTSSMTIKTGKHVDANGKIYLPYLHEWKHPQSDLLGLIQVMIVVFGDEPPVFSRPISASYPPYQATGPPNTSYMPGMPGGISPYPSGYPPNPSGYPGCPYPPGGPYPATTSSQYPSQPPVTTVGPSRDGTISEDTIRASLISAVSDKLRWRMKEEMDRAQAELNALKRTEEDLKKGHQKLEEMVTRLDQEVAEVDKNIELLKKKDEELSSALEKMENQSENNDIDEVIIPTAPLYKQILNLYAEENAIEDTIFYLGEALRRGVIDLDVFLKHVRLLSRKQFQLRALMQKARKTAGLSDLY
#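 Fluorescence anisotropy tracks displacement of a FITC-tagged PTAP peptide (50 nM) from the Tsg101 binding domain (10 uM), following a 20 min room-temperature incubation at pH 7.5.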
# a7 integrin act – activates integrin-mediated alleviation for muscular dystrophy. alpha7betagal myoblasts, beta-gal FDG fluorescence, 48 h. Potency, µM (series often up to 38.3 µM), for inactives: at the highest dose activation, actives largely listed as activators. actives 0.064% (n = 350,000);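 further: potency means the concentration at half of the fitted maximal effect; 100% = response of the positive control SU9516; nearly all actives have a fitted effect of over 60% in size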
#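 Alpha7betagal+/- myoblasts (passage 13) were plated 16-24 hr, then exposed to compounds (1:260 dilution of DMSO stock) for 48 hours at 37C. After MPER lysis, β-galactosidase reporter activity was read as FDG fluorescence (ex 480/em 540) after 30 minutes.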
# CXXC DNA block – inhibitors of human MLL CXXC domain-DNA interaction; Q03164; Potency, µM (top dose mostly 115 µM), inactives show at the top dose activity change, negative = inhibition, actives largely listed as inhibitors; MLL-CXXC / FITC-HOXA9 DNA fluorescence polarization; actives 0.037% (n = 290,000); active means well fitted inhibition curve with a large enough effect in the polarisation, with a control signal flat, not every such curve was filed as active; inconclusive means small, poorly fitted or top-dose-only effect, or effect the other way, or a change in a side signal; inactive means no such curve, though single readings can be large or run the other way; the % refers to the polarisation; further: potency means the concentration at half of the fitted maximal effect
#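 Fluorescence polarization: 7 uM MLL-CXXC (stock) preincubated 5 min with compounds, then 50 nM fluorescein-HOX-A9 DNA (stock) added; 30 min ambient. Buffer 50 mM Tris-HCl pH 7.5, 50 mM NaCl, 1 mM DTT, 0.05% BSA.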
# TCR activator – activates T cell receptor signaling. primary human leukocytes, anti-CD3, IL-2 HTRF, 48 h. Potency, µM (top dose mostly 9.22 µM), without a hit: at the highest dose activation of IL-2 secretion, hits mostly activators. 330,000 tested, under 10 active; further: % of control where 0% means no effect
#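 IL-2 produced over 48 hr by a-CD3 bead-stimulated primary human leukocytes exposed to compounds was detected with a homogeneous time-resolved FRET immunoassay, 665nm acceptor signal after 320nm excitation.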
# Menin MLL FP TR – displaces Texas Red mutant MLL peptide from human menin | Potency, µM (highest dose often 61.6 µM), inactives show top-dose FP activity change, negative = inhibition, usual class: inhibitors | Menin + Texas Red MLL mutant peptide, fluorescence polarization | actives 0.23% (n = 270,000) | AID 1768; active means well fitted inhibition curve with a large enough effect in the polarisation, with a control signal flat, not every such curve was filed as active; inconclusive means small, poorly fitted or top-dose-only effect, or effect the other way, or a change in a side signal; inactive means no such curve, though single readings can be large or run the other way; the % refers to the polarisation; further: potency means the concentration at half of the fitted maximal effect; % of control where 0% means no effect; many of its hits are not listed in these tables
# An asterisk follows results filed as active; i = inactive; ? = inconclusive; · = no result given; [ ] = dose if it differs, or a comment. Unless noted, the call rests on the fitted dose curve; in most records, active means well fitted curve in the direction sought with a large enough effect; inconclusive means small, poorly fitted or top-dose-only effect, or another doubt; inactive means no such curve, though single readings can be large; an effect the other way counts as inactive or inconclusive. Some of the compounds tested; rates above refer to the full screens.
SMILES,S-ASM inh,TSHR antag,AT treatment,Mito fusion yeast,MBNL1-CUG inh,TSG101-PTAP inh,a7 integrin act,CXXC DNA block,TCR activator,Menin MLL FP TR
O=C(c1ccc(Cn2c(=S)[nH]c3ccccc3c2=O)cc1)N1CCN(c2ccccn2)CC1,-2%,-11,-2%,2%,6%,-13%,-7%,6%,1%,2%
CCCc1ccc(OCc2ccc(C(=O)NCc3cccnc3)o2)c(OC)c1,6%,24,33%,10%,2%,-2%,0%,-1%,-6%,2%
O=C1C=CC(=O)C(CNc2ccc(C(=O)OCc3ccccc3)cc2)=C1,-6%,·,·,·,·,-2%,0%,·,2%,·
O=C(COC(=O)c1ccccc1SCC(=O)N1CCCC1)Nc1ccccc1,-1%,?,-5%,1%,-4%,1%,-6%,8%,5%,·
O=C(CCc1nnc(-c2ccc3c(c2)OCO3)o1)NC(c1ccccn1)C(F)(F)F (configuration not stated),2%,13,-1%,-7%,-2%,-5%,-22%,-2%,-4%,-14%
O=C(Nc1ccc(Cl)cc1)c1ccc(S(=O)(=O)N2CCOCC2)cc1,-6%,2,-5%,11%,1%,0%,-9%,15%,-2%,?
CCN(CC)c1ccc(-c2nn3c(-c4cccnc4)nnc3s2)cc1,i,21,18%,14%,?,-2%,12%,-6%,4%,33%[activator]
COc1ccc(N(CC(=O)NC2CCCCC2)C(=O)CCCC(=O)Nc2ccccn2)cc1,1%,11,0%,2%,-5%,1%,22%,-1%,5%,-16%
CCOC(=O)c1c(NC(=O)CSc2nnc(CNc3ccc(C)cc3C)o2)sc(C)c1C,-12%,-4,-2%,10%,-3%,-4%,6%,2%,0%[46.1 µM],4%
N#CC1=C(N)OC2=C(CCC/C2=C/c2ccoc2)C1c1ccoc1 (configuration not stated),·,-4,0%,3%,?,·,·,12%,·,?
CN(C)c1ccnc(-n2cccc2/C=N/OCc2ccccc2)c1C#N,-2%,-1,·,2%,-1%,-1%,-21%,0%,4%,-6%
COc1cc2ncnc(NCc3cccc(F)c3F)c2cc1OC,-2%,-3,-18%,-2%,4%,-6%,0%,9%,0%,-3%
CCCCn1c(=O)[nH]c(=O)c2c1nc(-c1ccccc1F)n2Cc1ccccc1OC,0%,1,2%,-1%,-3%,-3%,13%,6%,7%,?
O=C1NNC(c2ccccc2)=N/C1=C\c1ccc(Cl)cc1,-4%,1,-4%,-2%,-4%,-1%,0%,-10%,8%,·
COc1cc2c(cc1OC)CN(C1CCC(C)CC1)CC2 (configuration not stated),10%,28,-4%,3%,-2%,-3%,10%,9%,-1%,-1%
c1ccc(-c2nnc(-c3ccccc3)nn2)cc1,-1%,-7,9%,-1%,-6%,-3%,2%,0%,3%,·
Cc1ccc(/C=C2\SC(=S)N(CCC(=O)N3CCCCC3)C2=O)cc1,3%,·,28%,-7%,-1%,4%,-30%,-13%,2%,·
O=C(NCC1CCCO1)NC12CC3CC(CC(C3)C1)C2 (configuration not stated),1%,-11,0%,2%,2%,0%,4%,-4%,-3%,0%
Cc1ncoc1C(=O)N1CCc2c([nH]c3ccccc23)C1C(C)(C)C (configuration not stated),0%,-3,1%,7%,1%,0%,-27%,-3%,1%,-23%
Cn1c(N)c(N2CCCCC2)c(=O)n(CC(=O)Nc2ccc(Cl)c(Cl)c2)c1=O,-8%,5,-1%,0%,-3%,-4%,-17%,13%,-5%,-4%
CC(=O)NC(=S)Nc1cccc2ccc(C)nc12,-2%,-6,-2%,-7%,12%,-4%,15%,-1%,-16%,·
CCc1c(C)nc(N2CCOCC2)[nH]c1=O,0%,10,0%,3%,-8%,-5%,18%,5%,2%,?
CCOC(=O)CSC1=C(C#N)C(c2sccc2C)C(C(C)=O)=C(C)N1 (configuration not stated),4%,-24,-1%,-5%,5%,-8%,-20%,1%,5%,9%
COc1ccc(-n2sc3ccc(F)cc3c2=O)cc1,-1%,-23,-6%,-32%[inhibitor],·,·,-36%,·,-1%,·
O=C(Nc1ccccc1C(=O)Nc1ccccn1)c1cccc([N+](=O)[O-])c1,-4%,7,-2%,1%,?,-10%,-28%,-2%,3%,-28%
# Later entries.
SMILES,S-ASM inh,TSHR antag,AT treatment,Mito fusion yeast,MBNL1-CUG inh,TSG101-PTAP inh,a7 integrin act,CXXC DNA block,TCR activator,Menin MLL FP TR
CCOC(=O)N1CCN(C(=O)c2ccc(Cn3c(=S)[nH]c4ccc(Br)cc4c3=O)cc2)CC1,-2%,-4,-8%,-4%,3%,-4%,-12%,3%,-3%,·
O=C(/C=C/c1ccc2c(c1)OCO2)Nc1nc(-c2ccccc2)cs1,29%,-79*,-2%,2%,2%,-10%,-6%,10%,3%,?
CC#CC#Cc1cccc(=O)o1,0%,8,-17%,-17%,?,-1%,-4%,-14%,-1%,22%
COc1ccccc1N1CCN(C(=O)c2cccc(S(=O)(=O)NCc3cccnc3)c2)CC1,0%,-23,-4%,2%,·,0%,-25%,·,3%,·
CCO[C@@H]1OC(C(=O)NCc2nc3ccccc3[nH]2)=C[C@H](C)[C@H]1CCCO,-3%,0,-8%,1%,-13%,0%,7%,-13%,6%,-6%
Clc1ccc(N=C2SCC3CCCCN23)cc1 (configuration not stated),2%,-14,5%,21%,3%,-3%,-16%,1%,-2%,1%
O=C(/C=C/c1cccs1)NNC(=O)c1cccc([N+](=O)[O-])c1,0%,2,-3%,·,·,-4%,-9%,·,0%[46.1 µM],·
O=C(Cc1sc(-c2ccccc2Cl)nc1-c1ccccc1)Nc1ccc(F)cc1,-6%,5,14%,-3%,37%[activator],-1%,16%,30%,10%,·
CCCCc1c(O)nc(SCC(=O)N2CCCCC2)[nH]c1=O,2%,-7,-1%,9%,-7%,2%,22%,-7%,-4%,-11%
O=C(Nc1nnc(CSCc2ccc(F)cc2)s1)c1ccc([N+](=O)[O-])cc1,-1%,3,-6%,-3%,7%,1%,-24%,-1%,2%[46.1 µM],?
O=C(NCCCn1ccnc1)c1nn2c(C(F)(F)F)cc(-c3ccc(Br)cc3)nc2c1Cl,·,-3,0%,?,?,-1%,-19%,-1%,1%[46.1 µM],-1%
Cc1ccc(S(=O)(=O)N2CCN(CCNC(=O)C(=O)NCc3ccccc3)CC2)cc1,6%,-9,0%,6%,5%,-2%,15%,10%,11%,-16%
CN(C)C(CNC(=O)c1ccc(C(=O)c2ccccc2)cc1)c1ccccc1 (configuration not stated),0%,0,-6%,-4%,2%,-4%,-44%,-2%,0%,-9%
O=C(Cn1nc(-c2ccc(F)cc2)ccc1=O)Nc1ccc(C(=O)NC2CC2)cc1,0%,-5,3%,-2%,20%,-9%,19%,25%,-3%,3%
O=C1CCCN1c1ccc(S(=O)(=O)N2CCN(c3ccccn3)CC2)cc1,4%,15,·,0%,-3%,-2%,29%[7.66 µM],0%,·,?
Cc1ccc(OCC(=O)Nc2ccc(-c3nnc(-c4ccco4)o3)cc2)cc1,3%,-4,-1%,2%,6%,-17%,-4%,12%,-17%,25%
Cc1ccc(C(=O)Nc2ccc(NC(=O)c3cccs3)cc2)cc1[N+](=O)[O-],2%,4,7%,-10%,1%,-1%,-12%,?,2%,37%[activator]
COc1ccc(NC(=O)N(C)C[C@H]2Oc3ccc(NC(=O)Nc4c(C)noc4C)cc3C(=O)N([C@H](C)CO)C[C@H]2C)cc1,0%,19,-3%,·,·,-5%,27%,·,-3%,·
Cc1ccc(NS(=O)(=O)c2cc(C(=O)N3CCN(C)CC3)ccc2C)cc1,1%,6,6%,-2%,-5%,-3%,-13%,9%,-22%,11%
CC(C)NC(=O)c1ccc(COc2cc(Cl)ccc2Cl)o1,-1%,9,1%,17%,-12%,0%,0%,-15%,-4%,?
Cc1ccc(/C=N/NC(=O)CCCOc2ccc(Cl)cc2Cl)cc1,?,-2,14%,-2%,-2%,-3%,-28%,5%,-10%[46.1 µM],14%
O=Cc1c(Nc2cccc(C(F)(F)F)c2)nc2ccccn2c1=O,-6%,-9,-12%,-7%,0%,-2%,6%,-5%,0%,14%
CCOC(=O)CNC(=O)CSc1nc(NCc2ccccc2)nc(N(C)C)n1,1%,11,4%,4%,1%,-5%,-5%,3%,-1%,-18%
